# Mtb RmlCD inh = blocks M. tuberculosis RmlC and RmlD coupled enzymes; P9WH09+P9WH11; RmlC+RmlD coupled enzyme assay, percent inhibition; primary screen in compound mixtures; inhibition, % at 3.6 µM; hit rate 0.03% among 160,000; AID 1533; in the data active = inhibition mostly above about 34%, no sharp cut-off; note: some results filed as inactive read as strong as hits
# Target sequence (P9WH09 whole entry, looked up): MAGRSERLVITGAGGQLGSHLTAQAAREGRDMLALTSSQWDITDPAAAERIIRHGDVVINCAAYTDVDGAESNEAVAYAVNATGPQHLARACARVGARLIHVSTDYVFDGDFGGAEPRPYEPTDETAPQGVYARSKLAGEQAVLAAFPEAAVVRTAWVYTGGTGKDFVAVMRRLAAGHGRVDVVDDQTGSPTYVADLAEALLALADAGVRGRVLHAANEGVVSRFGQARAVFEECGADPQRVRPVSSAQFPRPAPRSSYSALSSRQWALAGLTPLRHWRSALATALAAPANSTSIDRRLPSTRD
# Target sequence (P9WH11 whole entry, looked up): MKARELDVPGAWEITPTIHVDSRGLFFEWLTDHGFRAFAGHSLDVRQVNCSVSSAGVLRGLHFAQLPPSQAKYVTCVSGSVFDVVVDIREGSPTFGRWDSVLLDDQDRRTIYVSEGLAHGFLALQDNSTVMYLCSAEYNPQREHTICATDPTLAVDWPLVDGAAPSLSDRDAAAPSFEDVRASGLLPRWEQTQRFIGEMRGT
# GlmU inhibition = inhibition of mycobacterial GlmU enzyme – biochemical, glucosamine-1-phosphate acetyltransferase (AID 1376) | M. tuberculosis GlmU acetyltransferase enzyme assay; higher % means a stronger effect | inhibition, %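 (tested at 30 µM in the primary screen)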, or IC50 in µM where a hit was titrated | hit rate 0.25% among 220,000; in the data active = inhibition above about 13%;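 note: 0% = complete reaction with vehicle and 100% = reaction without substrate; strong numbers were not always called active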
# Numbers without * were called inactive; · = not tested or not shown. Some of the compounds tested, so the mix of outcomes need not match the whole.
# Order of results: Mtb RmlCD inh | GlmU inhibition
CCOc1ccc(N2CC(C(=O)NCCN3C(=O)S/C(=C\c4ccc(OC)cc4)C3=O)CC2=O)cc1 (stereo unspecified)
→ 21 | -2.6%
COc1ccc(Cl)cc1C(=O)O/N=C(\N)c1ccc(Cl)cc1
→ · | -0.8%
CCOC(=O)c1ccc(NC(=S)NC2CC(C)(C)NC(C)(C)C2)cc1
→ 14 | -4.2%
COc1ccc(OCC(=O)Nc2ccc(N3CCN(C(=O)c4ccccc4C)CC3)cc2)cc1
→ -2 | 1.3%
CCc1cccc(C)c1N(C(=O)Cn1c(=O)[nH]c2ccccc21)C(C)COC (stereo unspecified)
→ 1 | 5.2%
CCc1c(C)nc(SCC(=O)N2CCN(c3ccccc3OC)CC2)[nH]c1=O
→ 5 | -1.2%
O=C(CN1CCN(CCOCCO)CC1)N1c2ccccc2Sc2ccc(Cl)cc21
→ 13 | 2.0%
O=C(CSc1nnc(-c2ccco2)n1-c1ccccc1)N1CCN(C(=O)c2ccco2)CC1
→ 0 | -1.0%
COc1cc(/C=N/NC(=O)C(N)=O)cc(OC)c1O
→ -8 | -7.8%
CCOC(=O)Cn1c(=O)cc(C)c2cccc(C)c21
→ 11 | -3.2%
CCc1c(C)nc(N)n2c(SCC(=O)N3CCCC(C)C3)nnc12 (stereo unspecified)
→ -3 | 1.5%
COC(=O)c1[nH]c(C)c(/C(O)=C2\C(=O)C(=O)N(CCN(C)C)C2c2cccs2)c1C (stereo unspecified)
→ -8 | 1.1%
CCOC(=O)Cn1c(=O)c(-c2ccccc2NCc2ccccc2)nc2ccccc21
→ · | 0.4%
Cc1ccc(NC(=O)COC(=O)CSC(=S)N2CCOCC2)cc1C
→ 4 | -0.4%
Cc1sc2ncn(CC(=O)N3CCC4(CC3)OCCO4)c(=O)c2c1C
→ 65 | 0.9%

# Other structures.
# Order of results: Mtb RmlCD inh | GlmU inhibition
O=C(Nc1cccs1)Nc1c(F)cc(F)cc1Br
→ -18 | -0.4%
CC(C)CC(N)c1cn([C@@H](CCC(=O)O)C(=O)N2CCNCC2)nn1 (stereo partly specified)
→ · | -1.2%
Cn1cccc1/C=C1\SC(=Nc2ccccc2)NC1=O
→ -6 | -0.3%
O=C(c1cc(S(=O)(=O)N2CCCCC2)ccc1N1CCOCC1)N1CCN(Cc2ccccc2)CC1
→ 20 | -7.2%
Cc1ccc(NC(=O)CSc2n[nH]c(-c3ccco3)n2)c(C)c1
→ 16 | -3.8%
Cc1ccccc1NC(=O)COC(=O)C1(C)CC1(Cl)Cl (stereo unspecified)
→ 32 | -3.2%
Cc1cc(-c2csc(NC(=O)c3ccc(=O)n(C)n3)n2)c(C)n1CC1CCCO1 (stereo unspecified)
→ 2 | 0.4%
COC(=O)Cc1ccc(NC(=S)NCc2ccc(F)cc2)cc1
→ 5 | 1.2%
Cc1cn(Cc2ccccc2)c(=O)[nH]c1=O
→ · | 2.0%
O=c1[nH]c(Cc2cccs2)nc2scc(-c3ccc(Cl)cc3)c12
→ 1 | -3.1%
Nc1ccc(Cl)c(-c2nc3ncccc3o2)c1
→ · | -0.8%
CC1(C)OCC(COC(=O)Nc2cccnc2)([N+](=O)[O-])CO1
→ 4 | 1.3%
Cc1nn(-c2ccccc2)c(Cl)c1/C=N\NC(=O)c1cncc(Br)c1
→ -7 | 0.3%
Cc1ccc(/C=C2\C(=O)NC(=O)N(CCc3ccc(F)cc3)C2=O)o1
→ 2 | -1.4%
CC(C)(C)c1ccc(OC(=O)c2ccccc2)cc1
→ 7 | ·

# (further entries)
# Order of results: Mtb RmlCD inh | GlmU inhibition
COc1ccc(S(=O)(=O)N(C)c2ccc(C(=O)N3CCC(C(N)=O)CC3)cc2)cc1
→ 23 | 2.7%
O=C(CSc1nnc2c(n1)[nH]c1ccccc12)Nc1ccc2c(c1)OCO2
→ 2 | 2.0%
COC(=O)c1ccc(CSc2nc3ccc(C)cc3[nH]2)o1
→ 5 | 3.6%
CN1CCN(c2ccc(Cl)cc2NS(=O)(=O)c2ccccc2Cl)CC1
→ · | 1.9%
O=c1c([N+](=O)[O-])c(NCCN2CCCCCC2)c2ccccc2n1-c1ccccc1
→ · | -8.0%
NS(=O)(=O)c1ccc(N2CCNCC2)cc1
→ 5 | -2.6%
COc1ccc(C2c3sc(=O)[nH]c3SC3C(=O)N(c4ccccc4)C(=O)C32)cc1 (stereo unspecified)
→ · | 5.1%
COc1ccc(N2C(=O)C(CN3CCCCC3)C2c2ccccc2)cc1 (stereo unspecified)
→ -9 | 7.0%
CC1(C)Cc2c(c(N3CCOCC3)nc3sc4c(NN)ncnc4c23)CS1
→ · | 4.0%
CCOC(=O)c1sc2nc(C3CC3)cc(-c3ccc(F)cc3)c2c1N
→ -9 | -1.9%
C=C1CCN(C(C(=O)OC)C(C)C)S(=O)(=O)c2ccccc21 (stereo unspecified)
→ · | -0.7%
Cc1cc(C(=O)CCl)c(C)n1CCc1ccccc1
→ -3 | 3.1%
COC(=O)c1cc(OC)c(OC)cc1NC(=O)c1cnccn1
→ -12 | 1.6%
Cc1ccc(NC(=O)Cn2nc(-c3ccccc3Cl)ccc2=O)c(Br)c1
→ 4 | 7.1%
COC(OC)c1ccnc(-c2ccc(OC(C)=O)cc2)n1
→ -8 | 8.2%

# (continued)
# Order of results: Mtb RmlCD inh | GlmU inhibition
CC1CCCN(Cc2nc(Cc3ccccc3Cl)no2)C1 (stereo unspecified)
→ 4 | 0.8%
Cc1ccccc1-n1c(C)nnc1SCc1cc(=O)oc2ccc3ccccc3c12
→ · | 0.4%
Cc1cc(C)nc(NC(=S)Nc2cccc(Cl)c2Cl)c1
→ -12 | -0.1%
CC(=O)c1cc2c(cc1NC(=O)CCc1ccccc1)OCO2
→ 75 | 2.0%
CSc1ccc(/C=C(\C#N)C(=O)Nc2cccc(C)c2)cc1
→ 4 | 0.2%
CC1(C)CC(=O)C(C=NCCc2ccc(S(N)(=O)=O)cc2)=C(O)C1
→ · | 0.9%
CC1S/C(=C(\C#N)C(N)=O)N(c2ccc(F)cc2)C1=O (stereo unspecified)
→ 14 | -1.7%
Cc1ccc(SC(=O)COc2ccc(C)c(C)c2)cc1
→ 8 | -1.9%
C/C(=N\NC(=O)c1ccc(CN2CCOCC2)cc1)c1ccc([N+](=O)[O-])cc1
→ 6 | 2.2%
O=C1NC(=O)C(=Cc2ccc(N3CCN(C(=O)c4ccccc4)CC3)c([N+](=O)[O-])c2)C(=O)N1
→ 85 | 2.0%
Cc1ccc(-n2c(SCC(=O)NC3CCS(=O)(=O)C3)nc3ccccc3c2=O)cc1 (stereo unspecified)
→ 7 | -6.1%
CC(=O)Nc1ccc(S(=O)(=O)N(C)c2ccc(OCC(=O)OCC(=O)N3CCCCC3)cc2)cc1
→ -8 | 8.7%
COc1ccc(N2C(=O)[C@@H]3[C@H](C2=O)[C@H]2c4ccccc4C=CN2[C@@H]3C(=O)Nc2ccccc2)cc1
→ 11 | 8.2%
Cc1ccc(C2=[N+]([O-])C(C)N(O)C2(C)C)o1 (stereo unspecified)
→ · | 8.1%
COC(=O)c1ccccc1NC(=O)Cn1cnc2cc(C)c(C)cc21
→ · | 2.2%

# (cont.)
SMILES | Mtb RmlCD inh | GlmU inhibition
CC1(C)CC(N=Cc2c(O)n(Cc3ccc4c(c3)OCO4)c(=O)c3ccccc23)CC(C)(C)N1 | 2 | -0.6%
CCCCNC(=O)N(O)C1N(/N=C/c2cccnc2)C(=S)SC1(C)C (stereo unspecified) | 11 | 2.4%
CCCC1Cc2c(sc3nc(SC)nc(N)c23)CO1 (stereo unspecified) | · | 4.1%
O=C(CCn1nnc2ccccc2c1=O)N[C@@H](Cc1c[nH]c2ccccc12)C(=O)O | 5 | 3.2%
COc1cc(C(=O)NCc2ccco2)cc(OC)c1OC | -8 | 1.2%
CCCOc1ccc(C(=O)NNC(=S)NC(C)=O)cc1 | · | 4.8%
CC(C1CC1)N(Cc1ccccc1)C(=O)NC(=O)c1ccccc1 (stereo unspecified) | 3 | -1.5%
CCn1c(-c2ccoc2C)n[nH]c1=S | 11 | -1.4%
CCOC(=O)c1c(NC(=S)Nc2cccnc2)sc(C)c1C | 4 | 4.4%
Cc1ccc(Cl)cc1NC(=O)CC1NC2CCCCC2NC1=O (stereo unspecified) | 7 | -2.0%
CCOC(=O)C1(Cc2cccc(OC)c2)CCN(Cc2cccn2-c2ccccn2)CC1 | · | 3.0%
CC1CCCC/C1=N\NC(=S)NCCc1ccccc1 (stereo unspecified) | · | -1.3%

# More entries follow:
SMILES | Mtb RmlCD inh | GlmU inhibition
CC1CCCCN1CC(=O)Nc1ccccc1Sc1ccccc1 (stereo unspecified) | -2 | 4.5%
COc1ccc(C(=O)CSc2ccc(-c3ccccc3)nn2)cc1 | -5 | -5.2%
O=C(Nc1ccc(C(F)(F)F)cn1)Nc1cccs1 | -9 | -3.7%
COc1cc(NC(=O)CSc2ncccc2C(=O)OC(C)C)cc(OC)c1 | 12 | 0.0%
Cc1ccc(S(=O)(=O)Nc2ccc(-c3nnc(SCC#N)n3C)cc2)cc1 | 7 | 2.5%
CCN(CC)C(=O)CSc1nc(-c2ccc(C)cc2)nc2c1COC(C)(C)C2 | 5 | -1.8%
Cc1ccc(S(=O)(=O)/N=C(\CCl)N2CCOCC2)cc1 | · | 1.4%
Cc1nnc(SCC(=O)NC2CCCCC2)n(N)c1=O | · | 0.4%
CN1CCN(c2ccc(NS(=O)(=O)c3ccc(Cl)cc3)cn2)CC1 | 3 | 7.7%
CCOc1ccc(-c2nc(-c3ccc(OC)cc3)no2)cc1OCC | 11 | 2.3%
CN(C)C(=O)CCc1nc(-c2ccc(C(C)(C)C)cc2)no1 | -2 | 1.2%
CC(C)(C)c1ccc(C(=O)Nc2ccc(NC(=O)C(=O)O)cc2)o1 | -10 | -4.8%

# Gathered by group, those above with a tert-butyl group.
SMILES | Mtb RmlCD inh | GlmU inhibition
CC(C)(C)c1ccc(OC(=O)c2ccccc2)cc1 | 7 | ·
CN(C)C(=O)CCc1nc(-c2ccc(C(C)(C)C)cc2)no1 | -2 | 1.2%
CC(C)(C)c1ccc(C(=O)Nc2ccc(NC(=O)C(=O)O)cc2)o1 | -10 | -4.8%

# A different layout for part of the listing above.
CC1CCCCN1CC(=O)Nc1ccccc1Sc1ccccc1 (stereo unspecified)
  Mtb RmlCD inh: -2
  GlmU inhibition: 4.5%
COc1ccc(C(=O)CSc2ccc(-c3ccccc3)nn2)cc1
  Mtb RmlCD inh: -5
  GlmU inhibition: -5.2%
O=C(Nc1ccc(C(F)(F)F)cn1)Nc1cccs1
  Mtb RmlCD inh: -9
  GlmU inhibition: -3.7%
COc1cc(NC(=O)CSc2ncccc2C(=O)OC(C)C)cc(OC)c1
  Mtb RmlCD inh: 12
  GlmU inhibition: 0.0%

# Further records follow.
SMILES | Mtb RmlCD inh | GlmU inhibition
CCCNC(=O)Nc1nnc(C2CC2)s1 | -11 | -0.2%
CCC(=O)N1c2ccc(S(=O)(=O)CCC(=O)NCc3cccs3)cc2CC1C (stereo unspecified) | · | -3.1%
CCO[C@@H]1OC(C(=O)Nc2ccccc2)=C[C@H](c2ccc(C(F)(F)F)cc2)[C@H]1CCCO | · | 3.3%
Cc1cccc(N2NC(=O)/C(=C/c3ccc(-c4ccc(Cl)c(C(=O)O)c4)o3)C2=O)c1 | 22 | 122µM*
CC(=O)Nc1cccc(-c2nc3ccccc3s2)c1C | · | -3.2%
CC1(c2ccccc2)NC(=O)N(CC(=O)Nc2ccc3c(c2)OCO3)C1=O (stereo unspecified) | 2 | 1.6%
CC(C)(C)NC(=O)Cc1ccc(S(=O)(=O)N2CCCC2)s1 | · | -0.1%
CC1(C)C2CCC(C2)C1(C)NC(=O)CN1CCN(Cc2ccccc2)CC1 (stereo unspecified) | · | 0.6%
O=C(c1ccccn1)N1CCN(S(=O)(=O)c2ccccc2)CC1 | -12 | -0.4%
CCOc1ccc(NC(=O)CN2CCN(CC(=O)c3ccc(OCC)cc3)CC2)cc1 | · | 1.5%
Cc1cc(C)n(-c2nc(-c3ccc(Cl)c(Cl)c3)cs2)n1 | -7 | 2.0%
CCCCOc1ccc(C(C)NC(=O)CCS(=O)(=O)Cc2ccccc2Cl)cc1 (stereo unspecified) | 4 | -0.3%

# (further entries)
SMILES | Mtb RmlCD inh | GlmU inhibition
CC(=O)C1=C(C)N(Cc2ccccc2)C(=O)N[C@H]1c1cccc(F)c1 | · | -0.8%
COc1ccc(/C=C/C(=O)c2ccc3c4c(cccc24)CC3)cc1 | 7 | 0.8%
CCCCn1c(SCC(=O)NCc2ccco2)nc2ccc(N3CCOCC3)cc2c1=O | · | 5.8%
COc1ccc(NC(=O)c2cc(Br)ccc2Cl)c(OC)c1 | · | -2.1%
O=C(NCc1cccnc1)C(=O)NCC1CCCO1 (stereo unspecified) | 7 | 3.4%
Cc1cc(C)c2c(=O)c(C#N)coc2c1 | 16 | 0.2%
CCC1=NN(C(=O)C(=O)Nc2ccc(Br)cc2)C(O)(C(F)(F)F)C1 (stereo unspecified) | 3 | -3.9%
Cc1cc(Br)ccc1NCc1ccccn1 | -9 | 2.2%
Cc1ccc(-c2nc(CN(C)Cc3cccc4cnccc34)c(C)o2)s1 | -9 | -0.3%
O=C(CSc1nnc(-c2ccncc2)o1)N1CCCCCC1 | 9 | -2.0%
N/C(=N\OC(=O)Cc1cccs1)c1ccc(Br)cc1 | 6 | 4.4%
Cc1oc(-c2ccccc2F)nc1CS(=O)(=O)CC(=O)NC1CCCC1 | 14 | 5.7%

# Next structures:
SMILES | Mtb RmlCD inh | GlmU inhibition
CCOC(=O)c1ccc(N2CCN(C(C)=O)CC2)c(NC(=O)c2cccnc2)c1 | 7 | -0.4%
c1ccc(-c2nnsc2-c2ncc[nH]2)cc1 | 1 | -1.1%
O=C(CSc1ccccc1)Nc1nccs1 | 4 | -0.4%
NS(=O)(=O)c1ccc(NC(=S)Nc2ccc(C(=O)N3CCCCC3)cc2)cc1 | -4 | 3.4%
CCOC(=O)C1=C(C)NC(=S)NC1c1ccco1 (stereo unspecified) | 0 | 9.5%

# Compound activity (PubChem BioAssay)
